inhibitors of VEEV: inhibitors of VEEV TC-83 cytopathic effect, confirmation, Vero cells (AID 588727); Vero cells, VEEV TC-83 cytopathic effect inhibition; higher % means a stronger effect; one-dose inhibition, % at 20 µM; IC50 in µM for titrated hits; actives 0.13% (n = 350,000); in the data active = a potency from the dose series; inconclusive = inhibition mostly from about 14% at the one dose, without a potency; inactive = the rest, 99 in 100 with inhibition below about 12%; note: strong numbers were not always called active
tuberculosis growth: growth inhibition of non-replicating M. tuberculosis (AID 488890) | Mycobacterium tuberculosis non-replicating, growth inhibition; higher % means a stronger effect | inhibition, % at 25 µM; hits with a dose series show IC50 in µM | actives 0.39% (n = 320,000); in the data active = a potency from the dose series; inconclusive = inhibition mostly from about 82% at the one dose, without a potency; inactive = the rest, 99 in 100 with inhibition below about 76%;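 note: plate controls were DMSO cells for no effect and high antibiotic wells for full effect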
PhoP GFP inhibition: PhoP regulon inhibitors, Salmonella typhi PhoP promoter GFP reporter, confirmatory (AID 1850). one-dose inhibition, % at 50 µM; IC50 in µM for titrated hits. actives 0.33% (n = 310,000). Salmonella Typhi PhoP-promoter GFP reporter, fluorescence, 4 h; higher % means a stronger effect; in the data active = a potency from the dose series; inconclusive = inhibition mostly from about 25% at the one dose, without a potency; inactive = the rest, 99 in 100 with inhibition below about 19%;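 note: 0% = induced wells with vehicle and 100% = uninduced wells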
H1N1 NS1A inhibition: H1N1 influenza NS1A inhibitors, functional cell based assay (AID 504329). NS1A functional cell-based assay, percent inhibition; higher % means a stronger effect. inhibition, % at 12.5 µM; hits with a dose series show IC50 in µM. actives 0.3% (n = 340,000); in the data active = a potency from the dose series; inconclusive = inhibition above about 27% without an active follow-up result; note: strong numbers were not always called active
M. tuberculosis HTS: M. tuberculosis growth inhibition, HTS (AID 449762); M. tuberculosis H37Rv growth inhibition, 7H9 media; higher % means a stronger effect; actives 0.59% (n = 330,000); inhibition, % at 25 µM, or IC50 in µM where a hit was titrated; in the data active = a potency from the dose series; inconclusive = inhibition above about 70% without an active follow-up result;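 note: bacterial growth assessed after seven days of incubation; strong numbers were not always called active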
inhibitors of VEEV 10K pilot screen: second read-out of inhibitors of VEEV, no call of its own (marks repeat the call); inhibition, %; measured here: 10K pilot screen inhibition
Starred values were filed as active, the others as inactive; i = inactive; ? = inconclusive; . = no result given. Random draw from the library; about 1.6% have a hit in one of these screens.

SMILES | inhibitors of VEEV | tuberculosis growth | PhoP GFP inhibition | H1N1 NS1A inhibition | M. tuberculosis HTS | others
CC1(C)OC(=O)C=C(CC2NS(=O)(=O)OC3CCCCC23)O1 (stereo not drawn) | 0.5% | 5% | -7% | 1% | 2%
CCOC(=O)c1cccc(NC(=S)N2CCN(c3ncc4c(=O)c(C(=O)O)cn(CC)c4n3)CC2)c1 | 2.3% | ? | 7% | 3% | ?
CCCSc1nnc(CN2CCOCC2)n1C | 0.3% | -13% | 7% | -13% | -5%
COc1ccc(OC)c(S(=O)(=O)n2cnc3cc(C)c(C)cc32)c1 | 0.8% | 20% | 4% | -25% | 10%
COc1ccc(NC(=O)C(c2ccc(C)cc2)N(C)C(=O)Cc2cccs2)cc1 (stereo not drawn) | 2.2% | -1% | -6% | -8% | 5%
O=C(CNC(=O)C1CCCC1)Nc1ccccc1Br | 6.0% | -5% | . | -8% | -6%
CC1(C)CC(NS(=O)(=O)c2cccc3ccccc23)CC(C)(C)N1 | i | 12% | 2% | -2% | -8%
CCCCCCCCS(=O)c1sc2nc(C)cc(C)c2c1N (stereo not drawn) | 4.9% | ? | -18% | 1% | 58%
NC(=O)c1cccnc1Oc1ccc(Cl)cc1Cl | i | 7% | 15% | -12% | 3%
CCOC(=O)N1CCN(C(=O)Cn2c(C)cc3ccccc3c2=O)CC1 | 0.8% | 5% | 0% | -6% | -4%

A run of entries from the list above, for reference:
SMILES | inhibitors of VEEV | tuberculosis growth | PhoP GFP inhibition | H1N1 NS1A inhibition | M. tuberculosis HTS | others
CCOC(=O)c1cccc(NC(=S)N2CCN(c3ncc4c(=O)c(C(=O)O)cn(CC)c4n3)CC2)c1 | 2.3% | ? | 7% | 3% | ?
CCCSc1nnc(CN2CCOCC2)n1C | 0.3% | -13% | 7% | -13% | -5%
COc1ccc(OC)c(S(=O)(=O)n2cnc3cc(C)c(C)cc32)c1 | 0.8% | 20% | 4% | -25% | 10%

Continued:
SMILES | inhibitors of VEEV | tuberculosis growth | PhoP GFP inhibition | H1N1 NS1A inhibition | M. tuberculosis HTS | others
CCCOC(=O)c1ccc(NC(=O)c2ccccc2OC)cc1 | 1.3% | i | -5% | -9% | 6%
CC(=O)Nc1ccc(NCN2C(=O)C3C4CCC(C4)C3C2=O)cc1 (stereo not drawn) | i | 9% | -2% | -1% | -29%
COC(=O)/C(=C\C=C\c1ccccc1)NC(=O)c1ccccc1 | 1.8% | -3% | 7% | 3% | 11%
Cn1c(SCC(=O)NCc2ccc(F)cc2)nc2c([nH]c3ccccc32)c1=O | . | -2% | 21% | . | -2%
COc1ccc(CNC(=O)Cn2cc3c(n2)CCCCC3)cc1 | 0.3% | 12% | -21% | 2% | -6%
Cc1nc(NC(=O)CN2CCN(c3ccccc3F)CC2)sc1C(=O)N(C)C | 0.2% | -13% | 6% | 1% | -1%
O=C(NCc1ccc(F)cc1)c1cnn2ccccc12 | 1.7% | . | -5% | 7% | -4%
O=C1NC(=O)N(c2ccccc2)C(=O)/C1=C\c1ccc([N+](=O)[O-])s1 | i | ? | -3% | . | ?
Cn1c(SCC(=O)Nc2ccc3c(c2)OCCO3)nnc1-c1ccncc1 | 1.8% | -3% | -10% | 5% | 4%
Cc1ccc2cc(CCNC(=O)c3ccc4c(c3)OCO4)c(=O)[nH]c2c1 | 9.1% | -28% | -3% | 14% | -6%
CCOC(=O)c1ccc(-n2ccnc2)c(NC(=O)c2ccc(Cl)cc2)c1 | 1.4% | 56% | -5% | -6% | 1%
Cc1cc(=O)n(CCc2ccccc2)c(O)c1C#N | 3.1% | 6% | -5% | -1% | 0%
Cc1cc2n(c(=O)c1C#N)CCCN2c1cccc(Cl)c1 | i | 14% | -1% | -5% | -14%
Cc1ccnc(NC(=O)c2ccc(N3C(=O)CCC3=O)cc2)c1 | 2.8% | 6% | 0% | 12% | -9%
COc1cc(C(=O)NNC(=O)c2ccc(F)cc2)ccc1OCC(=O)N1CCOCC1 | 1.9% | 0% | . | 0% | -1%
CSc1nc2ccc(NC(=O)c3ccc(Cl)s3)cc2s1 | 1.7% | 42% | -11% | -5% | 20%
CCCCN(C(=O)c1cc(Cl)nc2ccccc12)c1c(N)n(CCCC)c(=O)[nH]c1=O | 2.0% | 7% | 5% | 7% | 0%
COc1ccc(CCn2c(-c3ccc(F)cc3)nc3c(c(=O)c4ccccc4n3C)c2=O)cc1OC | 0.3% | 3% | 10% | . | -3%
Cc1cc(OC(C)C(=O)NCc2ccncc2)c2c(C)cc(=O)oc2c1 (stereo not drawn) | 0.6% | -4% | 1% | 5% | -9%
CN1CCN(C(=O)C2=C[C@@H](c3ccccc3)C[C@@H](OCc3ccc(CO)cc3)O2)CC1 | i | -6% | -5% | 0% | -7% | inhibitors of VEEV 10K pilot screen=0.3
S=C(NNc1cccc(Cl)c1)NC1CCCCC1 | 1.4% | ? | 5% | 1% | -1%
CC(C)(C)c1ccc(OCCC(=O)Nc2cccc(S(=O)(=O)NC3=NCCCCC3)c2)cc1 | 7.6% | . | . | -4% | .
CC1=CC(=C2N=C(c3ccccc3)OC2=O)C=C(C)O1 | 2.0% | 4% | -17% | 1% | -3%
CN(CC(=O)N1CCOCC1)S(=O)(=O)c1cc(Cl)ccc1Cl | 0.3% | -7% | 8% | 6% | -2%
Cc1cc2[nH]c(=O)c(=O)[nH]c2cc1S(=O)(=O)N1CCN(c2ccccc2F)CC1 | 4.0% | 13% | -3% | 3% | 6%
Cc1ccc(-n2nc3c(=O)n(CCCC(=O)NCCc4ccccc4)nc(C)c3c2C)cc1 | i | 5% | -13% | 5% | 5%
CCn1c(SCC(=O)N/N=C/c2ccccc2OCC(=O)O)nnc1-c1ccccc1 | . | -9% | 10% | . | 0%
Cc1cc2nc(-c3ccc(SCC(=O)NC(C)C)nc3)[nH]c2cc1C | . | 13% | 13% | . | 2%
O=C(NC1CC1)C1CCN(C2CCN(C(=O)/C=C/c3cccc(F)c3F)CC2)CC1 | i | 1% | 9% | 1% | 7%
Cc1cc(C)nc(NS(=O)(=O)c2ccc(NC(=O)Cn3c(=O)oc4ccccc43)cc2)n1 | 0.1% | . | 5% | 1% | -8%
Cc1c(C)c2ccc(O[C@@H]3O[C@H](CO)[C@H](O)[C@H](O)[C@H]3O)c(C)c2oc1=O | 0.9% | 35% | -8% | 2% | -2%
Cc1cc(C)c2c(=O)n(CC(=O)Nc3ccc(Cl)cc3)sc2n1 | 8.6% | ? | 0% | 15% | 15%
Nc1nc2ccc(N3CCOCC3)cc2s1 | 0.7% | -2% | -12% | 10% | -7%
COc1ccc(Nc2nc(N)nc(CN3CCN(c4ccccn4)CC3)n2)cc1 | 2.3% | 65% | 5% | 3% | 24%
Cc1ccnc(NC(=O)c2ccc(Cl)c(S(=O)(=O)N3CCCCC3)c2)c1 | 9.6% | 49% | . | -1% | -10%
COc1ccc(C2=NNC(=O)C2(C)Br)cc1 (stereo not drawn) | 1.6% | . | . | 1% | .
CC(C)NC(=O)CCNC(=O)c1ccc(F)cc1 | 4.1% | 4% | -3% | -1% | 1%
O=S(=O)(ON(c1ccccc1)S(=O)(=O)c1ccccc1)c1ccccc1 | 0.8% | 51% | 3% | -5% | 14%
Cc1ccsc1C1CC(=O)OC2=C1C(=O)CC(C)(C)C2 (stereo not drawn) | . | 8% | 0% | . | -3%
CC(C)CC(=O)NC(=S)Nc1ccc(NC(=O)c2cccs2)cc1 | 0.9% | 47% | 4% | 4% | 0% | inhibitors of VEEV 10K pilot screen=3.7

In the list so far, these contain bromine:
SMILES | inhibitors of VEEV | tuberculosis growth | PhoP GFP inhibition | H1N1 NS1A inhibition | M. tuberculosis HTS | others
O=C(CNC(=O)C1CCCC1)Nc1ccccc1Br | 6.0% | -5% | . | -8% | -6%
COc1ccc(C2=NNC(=O)C2(C)Br)cc1 (stereo not drawn) | 1.6% | . | . | 1% | .

Next compounds
SMILES | inhibitors of VEEV | tuberculosis growth | PhoP GFP inhibition | H1N1 NS1A inhibition | M. tuberculosis HTS | others
COCc1cc(=O)[nH]c(-c2ccccc2OC(F)(F)F)n1 | 6.2% | -11% | 2% | -18% | -13%
O=C(NCC1CCCO1)c1cccs1 (stereo not drawn) | 1.1% | . | -4% | -25% | .
CCc1ccc(N(CC(=O)NC2CCCC2)C(=O)CCC(=O)Nc2ccccn2)cc1 | 2.3% | 0% | 0% | -7% | 2%
O=c1c2cn[nH]c2[nH]c(=S)n1-c1ccccc1F | 3.8% | 1% | -5% | 2% | -7%
Cc1cc(/C=N/n2c(COc3ccccc3C)nc3ccccc3c2=O)c(O)c([N+](=O)[O-])c1 | 10% | ? | -6% | 3% | 15%
COc1ccc2sc(-c3ccc(N(C)C)cc3)c(C#Cc3cncn3C)c2c1 | 4.8% | ? | . | -19% | ?
CCOC(=O)CSC(C)C(=O)Nc1nnc(C(C)C)s1 (stereo not drawn) | i | 27% | -5% | -4% | -6%
O=C1C2CCCN2C(=O)N1CCCCN1CCN(CCO)CC1 (stereo not drawn) | 0.6% | -4% | -9% | 0% | -1%
N#Cc1ccc(S(=O)(=O)N2CCc3[nH]c4ccc(F)cc4c3C2)cc1 | 1.8% | 10% | -17% | -1% | -2%
COc1ccccc1N1CCN(C(=O)CCc2nnc3ccc(N4CCC(C)CC4)nn23)CC1 | 6.8% | 31% | 4% | -2% | 10%
CC(C)C(=O)Nc1ccc(NC(=S)NC(=O)c2cc3ccccc3o2)cc1 | 1.3% | -7% | -3% | -6% | -1% | inhibitors of VEEV 10K pilot screen=0.6
O=C(NC1CCCCCCC1)c1c(O)c2ccccc2[nH]c1=O | 0.2% | 5% | -9% | -8% | 9%
Cc1ccc(NC(=O)N2CCOCC2)c(C)c1 | 0.9% | -9% | 4% | 4% | -7%
COc1cccc(-c2nc(CS(=O)(=O)CC(=O)NCCc3cc(OC)ccc3OC)c(C)o2)c1 | 5.0% | 38% | -3% | 6% | -1%
O=C(Nc1cccc(F)c1)C1CCCN(S(=O)(=O)c2cccc3cccnc23)C1 (stereo not drawn) | 2.9% | 20% | -10% | 5% | -3%
CC(=O)c1c(N2CCCCC2)nc(=S)n(-c2ccccc2)c1C | i | 53% | -10% | -12% | -9%
CCCCNC(=S)NNC(=O)c1sccc1C | 2.6% | -4% | -1% | 8% | 0% | inhibitors of VEEV 10K pilot screen=1.9
CCc1ccccc1NC(=O)C1COc2ccccc2O1 (stereo not drawn) | i | i | -10% | -4% | 5%
CCN(CC)c1ccc(C=Nc2ccc(C)cc2C)c(O)c1 | 5.0% | ? | -4% | 11% | 8%
COc1ccc(S(=O)(=O)NN(C)c2ncc(C(F)(F)F)cc2Cl)cc1 | 0.6% | 36% | 2% | 9% | -9%
COc1ccc(C(=O)NNS(=O)(=O)c2ccc(C)cc2)cc1 | 0.2% | -24% | 0% | -2% | 9%
COc1ccc(NC(=O)CC2SC(=NCc3ccccc3OC)NC2=O)cc1 (stereo not drawn) | 1.5% | -14% | -10% | 5% | -5%
Cc1noc(C)c1COC(=O)c1ccccc1NC(=O)c1ccco1 | 8.2% | 18% | -18% | 3% | 0%
O=C(Nc1ccc(NC(=O)c2ccccc2F)cc1)c1cccs1 | i | -4% | . | -6% | 2%
COc1ccc(CCNC(=O)C2(c3ccccc3)CC2)cc1 | 2.9% | 9% | -10% | -4% | -2%
COc1ccc(Nc2ncnc3sc(-c4ccccc4)cc23)cc1OC | 3.6% | 33% | -16% | 1% | 1%
Cc1cccc2sc(NNC(=O)c3cc(=O)c4ccccc4o3)nc12 | 8.2% | . | 2% | 29% | -2%
Cc1ccccc1NC(=S)N(Cc1ccco1)C(C)c1cccs1 (stereo not drawn) | 0.4% | 6% | 19% | 5% | 3%
COc1ccc(CNC(=O)CC2(CC(=O)O)CCCCC2)cc1 | 0.9% | -23% | 1% | 23% | 1%
CSc1nnc2n(-c3ccc(C)cc3)c(=O)c3c4c(sc3n12)COC(C(C)C)C4 (stereo not drawn) | i | . | -23% | -4% | -3%
CCNC(=O)C1=C(O)c2sccc2N(C)S1(=O)=O | 0.4% | -3% | 20% | -18% | 2%
Oc1ccc2cc(Br)ccc2c1CN1CCCC1 | i | 7.3µM* | 4% | -3% | 99%
O=C(NC1CC1)C1CCN(c2ccc(S(=O)(=O)N3CCOCC3)cc2)CC1 | 0.4% | 2% | 4% | -8% | 3%
CCCCn1c(N)c(N(CC)C(=O)c2cccc(F)c2)c(=O)[nH]c1=O | i | 64% | -10% | -8% | 1%
COc1cc(/C=C/C(=O)Nc2cccc(S(=O)(=O)N3CCOCC3)c2)ccc1OCC#N | 8.8% | 25% | . | -1% | -4%

Screening data: PubChem, Southern Research Specialized Biocontainment Screening Center
